# DDE Tn6 FP inh – inhibitors of Tn6 peptide binding to fibrin DD(E), primary screen, biochemical, fluorescence polarization, human fibrin, Tn6 probe | Fibrinogen beta chain (Homo sapiens), P02675 | Fibrin DD(E) TRITC-Tn6 fluorescence polarization displacement | inhibition, % at 8.3 µM | 370,000 tested, 0.21% active;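 active = inhibition above a per-campaign cutoff: mean of compounds within control limits plus 3 SD, cut at about 15% in these data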;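 also: 0% = median of all compound wells on the plate and 100% = blocking peptide control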
# Tn7 DDE FP – inhibitors of Tn7 peptide binding to fibrin DD(E), primary screen, biochemical, fluorescence polarization, human fibrin, Tn7 probe; Fibrinogen beta chain (Homo sapiens), P02675; FP displacement of FITC-Tn7 peptide from fibrin DD(E); 0% = median of compound wells per plate; inhibition, % at 8.3 µM; 370,000 tested, 0.13% active;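 active = inhibition above the mean of compounds falling within the control limits plus 3 SD of them, cut at about 14% in these data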;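 also: 0% = plate median of compound wells and 100% = 10 µM Aha-Tn7 peptide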
#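 Assay system: human fibrin DD(E). Input: DD(E) 2 µM final. Medium: Tris buffer with calcium and detergent, pH 7.8. Compound dosing: single point at 8.3 µM. Timing: 10 min plus 3 h, room temperature. Technique: fluorescence polarization of the labelled Tn7 tracer. Read-out: percent inhibition. Replicates: singlicate testing.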
# PLCg1 inh – PLC-gamma1 enzyme inhibitors, primary screen, biochemical, fluorescence, purified enzyme; 1-phosphatidylinositol 4,5-bisphosphate phosphodiesterase gamma-1 (Homo sapiens), P19174; fluorogenic substrate; inhibition, % at 12.2 µM; 370,000 tested, 0.84% active; in the data active = inhibition above about 9.5%
# PLCb3 inh – human PLC-beta3 inhibitors, primary screen, biochemical, fluorescence | Purified PLC-beta3, fluorogenic substrate | 370,000 tested, 0.18% active | AID 720704, 2013 | inhibition, % at 12.2 µM; in the data active = inhibition above about 11%;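 also: 0% = median of compound wells on plate and 100% = full blocker control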
# SIAE inh – human SIAE inhibitors, primary screen, biochemical, fluorescence polarization, FP-Rh probe, 1536-well HTS; SIAE FP-Rh probe binding; inhibition, % at 9.66 µM; 370,000 tested, 0.69% active;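 active = inhibition above a cutoff: mean of compounds within the control limits plus 3 SD of those, cut at about 17% in these data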;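 also: 0% = plate median of compound wells and 100% = probe without SIAE protein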
# ADAM17 inh – ADAM17 inhibitors, primary screen, biochemical, QFRET. Disintegrin and metalloproteinase domain-containing protein 17 (Homo sapiens), P78536. recombinant ADAM17, EDANS/DABCYL FRET peptide cleavage. inhibition, % at 6.95 µM. 370,000 tested, 0.83% active. AID 720648, 2013;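 active = inhibition above the mean of compounds lying between control limits plus 3 SD, set per campaign, cut at about 8.5% in these data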;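 also: 0% = DMSO-only wells as the low control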
# Target sequence (P78536 215-824 limits assumed): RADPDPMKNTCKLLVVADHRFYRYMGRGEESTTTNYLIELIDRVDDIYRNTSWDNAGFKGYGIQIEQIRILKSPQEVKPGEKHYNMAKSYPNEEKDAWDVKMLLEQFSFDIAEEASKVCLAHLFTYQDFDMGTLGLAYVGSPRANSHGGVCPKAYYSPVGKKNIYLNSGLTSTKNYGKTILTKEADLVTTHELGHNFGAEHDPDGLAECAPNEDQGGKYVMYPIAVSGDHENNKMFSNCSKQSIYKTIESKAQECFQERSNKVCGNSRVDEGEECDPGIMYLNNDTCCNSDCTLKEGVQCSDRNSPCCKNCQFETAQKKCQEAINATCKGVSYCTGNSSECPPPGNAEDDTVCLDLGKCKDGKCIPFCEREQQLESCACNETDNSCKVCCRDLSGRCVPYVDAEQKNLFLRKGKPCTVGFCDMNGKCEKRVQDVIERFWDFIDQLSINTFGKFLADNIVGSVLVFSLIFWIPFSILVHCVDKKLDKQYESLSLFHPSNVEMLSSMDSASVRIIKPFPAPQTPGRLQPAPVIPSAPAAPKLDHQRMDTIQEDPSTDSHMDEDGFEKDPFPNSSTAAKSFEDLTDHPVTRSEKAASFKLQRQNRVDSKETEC
# ASAP1 inh – inhibitors of human ASAP1 ArfGAP activity, primary screen, biochemical, fluorescence polarization; inhibition, % at 16.5 µM; 360,000 tested, 0.19% active; ASAP1-stimulated ARF1 GTP hydrolysis, GDP FP detection; Arf-GAP with SH3 domain, ANK repeat and PH domain-containing protein 1 (Homo sapiens), …; in the data active = inhibition above about 25%;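 also: 0% = vehicle with enzyme and substrate and 100% = no enzyme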
# Target sequence (Q9ULH1 325-724 limits assumed): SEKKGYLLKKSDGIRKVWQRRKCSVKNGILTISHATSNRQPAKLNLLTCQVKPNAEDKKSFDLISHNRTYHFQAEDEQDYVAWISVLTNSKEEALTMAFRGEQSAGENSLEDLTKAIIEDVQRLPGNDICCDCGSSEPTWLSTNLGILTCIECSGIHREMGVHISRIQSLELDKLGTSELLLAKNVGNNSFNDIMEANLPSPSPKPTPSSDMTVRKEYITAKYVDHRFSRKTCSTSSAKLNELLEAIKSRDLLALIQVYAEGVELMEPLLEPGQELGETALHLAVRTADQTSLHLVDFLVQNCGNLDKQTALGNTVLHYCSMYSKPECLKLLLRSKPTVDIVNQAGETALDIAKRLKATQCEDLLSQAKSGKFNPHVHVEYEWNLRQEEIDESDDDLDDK
# ADAM10 inh – human ADAM10 inhibitors, primary screen, biochemical, QFRET, HTS | Disintegrin and metalloproteinase domain-containing protein 10 (Homo sapiens), O14672 | recombinant ADAM10, EDANS/DABCYL FRET peptide cleavage, 3 h | 370,000 tested, 0.62% active | inhibition, % at 7 µM;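 active = inhibition above a per-campaign cutoff equal to the mean of compounds falling between control-based bounds plus 3 SD, cut at about 20% in these data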;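 also: 0% = DMSO wells while the 100% control is not disclosed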
# TDP2 inh – human TDP2 enzyme inhibitors, primary screen, biochemical, epi absorbance, recombinant enzyme; Tyrosyl-DNA phosphodiesterase 2 (Homo sapiens), O95551; T5PNP hydrolysis, p-nitrophenol absorbance 415 nm; inhibition, % at 12.8 µM; 370,000 tested, 0.34% active; AID 720702, 2013;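 active = inhibition above the mean of all tested compounds plus 3 SD, set per campaign, cut at about 25% in these data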;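 also: 0% = DMSO with enzyme and 100% = buffer with substrate but no TDP2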
#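 test system = human TDP2 enzyme | input = TDP2 enzyme at 120 nM final | medium = 50 mM Tris-HCl pH 7.5 with Mg2+, KCl, DTT, BSA | also added = T5PNP substrate, 5 mM | times = 2 h at 37 °C | technique = epi absorbance | benchmarks = high control without enzyme, low control DMSO plus TDP2 | replication = each compound tested once, singlicate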
# ARFGAP1 inhibitor – inhibitors of rat ARFGAP1 GAP activity, primary screen, biochemical, fluorescence polarization, GDP tracer. ADP-ribosylation factor GTPase-activating protein 1 (Rattus norvegicus), Q62848. Arfgap1-stimulated ARF1 GTP hydrolysis, GDP FP detection. inhibition, % at 16.5 µM. 360,000 tested, 0.26% active. AID 651572, 2012;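 active = inhibition above a per-plate limit, mean inhibition of low control wells plus 3 SD, cut at about 25% in these data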;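 also: 0% = DMSO wells with enzyme and 100% = wells lacking Arfgap1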
#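 System: truncated rat Arfgap1 GAP domain / Benchmarks: high control wells lacking Arfgap1, low control full reaction with DMSO / Times: compound-enzyme preincubation 20 min, reaction 120 min, detection 60 min, 25 °C / Repeats: one replicate per compound / Also added: human ARF1(Δ1-17)-GTP substrate / Measured by: Tracer-displacement fluorescence polarization with EDTA stop, 620/688 nm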
# * hit, by the source's call; i = inactive; . = not tested or not shown.
SMILES,DDE Tn6 FP inh,Tn7 DDE FP,PLCg1 inh,PLCb3 inh,SIAE inh,ADAM17 inh,ASAP1 inh,ADAM10 inh,TDP2 inh,ARFGAP1 inhibitor
CC(C)C(OC(=O)c1cccs1)C(=O)NCc1cccs1 (stereo not drawn),-1.6,1.4,1.8,1.5,3.8,-1.5,7.5,-8.3,-1.5,-2.5
CCOc1ccc(N(CC(=O)NCc2ccc(F)cc2)S(=O)(=O)c2c(C)noc2C)cc1,5.1,1.4,-1.7,-3.0,4.8,-1.6,-2.3,-5.3,-3.0,-5.7
COc1cc2[nH]c(=S)n(CCN3CCOCC3)c(=O)c2cc1OC,-1.1,-0.9,-0.1,3.6,4.1,0.7,-8.8,5.0,-12.6,7.4
N#Cc1c(-c2ccccc2)nc2n1CCS2,9.4,-1.1,-0.6,-1.2,-6.6,-3.4,-1.0,0.5,-2.5,5.0
Cc1ccc(C(=O)NCC(=O)OCC(=O)Nc2cc(C)c(C)cc2[N+](=O)[O-])cc1,-1.4,-4.1,-0.7,1.6,7.1,1.1,-14.1,-3.0,6.8,6.0
COc1ccc(CNC(=O)c2nn(-c3ccccc3)cc2OC)cc1,-5.5,-0.3,-3.0,-10.3,6.5,-2.8,4.2,-19.8,-6.3,2.5
Cc1ccc(-n2c(SCC(N)=O)nnc2-c2ccco2)cc1,9.4,-0.5,6.2,-0.6,2.3,0.8,9.5,1.2,-14.1,-1.5
O=C(C1CCCCC1)N1CCN(S(=O)(=O)c2ccc(Br)cc2)CC1,5.2,-2.1,0.8,2.0,-2.1,-2.0,3.6,-4.5,3.8,1.9
O=C1C=C(OCCF)CC(c2ccc(Br)cc2)O1 (stereo not drawn),9.5,-4.8,2.0,3.0,2.1,-1.1,-0.9,0.5,-14.4,3.3
COc1cc(C2C(C#N)=C(N)OC3=C2C(=O)CCC3)cc2c1OCO2 (stereo not drawn),-4.1,-1.4,-2.3,-4.3,-5.2,-7.3,1.7,-11.3,9.6,2.8
COc1ccccc1NS(=O)(=O)c1ccc(C(=O)N2CCCC(C(F)(F)F)C2)cc1 (stereo not drawn),-2.7,-5.2,3.5,-2.7,-5.3,2.5,7.6,-4.9,3.3,-3.2
CC1=C(C(=O)OC2CCCCCCC2)C(c2cc3c(cc2Br)OCO3)CC(=O)N1 (stereo not drawn),14.5,3.4,0.7,2.2,-9.7,1.1,-2.2,-4.9,3.9,-15.4
CCOC(=O)C1C(=O)CC(C)(O)C(C(=O)OCC)C1c1ccc(SC)cc1 (stereo not drawn),5.4,8.6,0.7,7.3,-8.1,-6.9,-0.6,-4.2,5.3,1.9
Cn1c(/C(C#N)=C/Nc2ccccn2)nc2ccccc21,1.8,-1.8,-352.1,i,-0.5,-39.4,-1.8,-111.9,7.3,0.8
Cc1ccc(C(=O)C(OC(=O)CNS(=O)(=O)c2ccccc2)c2ccccc2)cc1 (stereo not drawn),-2.6,-3.1,6.0,1.2,-8.6,0.9,-2.6,5.2,-6.1,1.0
COc1ccc(NC(=O)c2cc(-c3ccc(C)cc3O)n[nH]2)c(OC)c1,1.1,11.4,3.8,-4.5,0.6,-2.0,-4.8,-0.3,13.3,1.0
O=C(c1[nH]c(C(F)(F)F)nc1-c1ccccc1)N1CCN(c2ccccc2)CC1,-8.4,-0.9,-1.3,-0.1,3.3,-0.1,3.9,-1.8,-5.7,6.0
COC(=O)c1c(NC2=NS(=O)(=O)c3ccccc32)sc2c1CCC(C(C)(C)C)C2 (stereo not drawn),-0.6,-0.2,6.2,-4.1,-7.8,0.0,-7.3,0.1,-13.5,-1.9
CS(=O)(=O)Nc1ccccc1C(=O)N1CCCC1,1.8,9.1,-0.1,-0.3,-2.9,-5.5,4.7,3.3,7.1,-2.1
CCOC(=O)Cc1csc(NC(=O)c2c(O)c3ccccc3n(CC(C)C)c2=O)n1,2.1,-3.7,-0.5,3.1,-1.0,-2.4,-27.4,-6.6,1.1,-8.3
O=C(CS(=O)(=O)c1ccc(F)cc1)Nc1nnc(-c2cccs2)o1,3.4,2.5,0.4,-4.3,-2.4,-0.4,-8.3,-5.7,7.7,-3.1
COc1ccc(Cc2c(-c3ccc(F)cc3)nc3c4ccccc4ccn23)c(C)c1,-3.7,-2.3,-16.8,-31.9,-4.8,-1.9,-9.3,-17.4,-8.8,-6.7
NC(=S)c1ccc(C(N)=S)o1,11.8,-1.7,5.1,4.2,-0.3,0.3,2.8,2.3,19.6,7.9
COc1cccc(CNC(=O)c2ccc(Cl)c(S(=O)(=O)N3CCOCC3)c2)c1,-7.9,1.3,2.5,-6.0,9.1,-0.9,5.8,-10.4,5.8,7.5
O=C(Cn1nnc2ccccc21)N/N=C\c1cccs1,-4.5,5.0,-5.7,-3.1,1.7,-3.3,-5.6,-0.8,7.1,2.2
O=C1c2ccccc2C(Nc2cccnc2)N1Cc1ccccc1Cl (stereo not drawn),11.5,1.8,0.2,0.8,-1.6,-3.8,-7.2,-4.3,6.4,-5.7
O=C(Cc1cccc(C(F)(F)F)c1)Nc1ccc(S(=O)(=O)N2CCCC2)cc1,6.0,1.7,0.6,-6.4,-16.9,6.2,-6.1,15.8,-11.0,1.6
COc1ccc(-n2nc(C(=O)NCC(=O)NCCCN3CC(C)CC(C)C3)c3ccccc3c2=O)cc1 (stereo not drawn),5.2,1.2,-34.4,-54.2,0.6,-4.2,0.4,-2.6,3.9,-8.9
O=C(CCNS(=O)(=O)c1ccccc1)N1CCN(c2ccccc2F)CC1,-7.8,-3.1,1.6,-3.4,-3.7,3.5,-4.0,0.5,-14.6,10.4
COCCn1c(SCC(=O)OC(C)C)nnc1-c1ccccc1,-7.2,1.4,12.4*,7.9,-3.5,4.8,20.3,8.7,-23.0,6.4
CCN(C[C@H]1[C@@H](c2ccc(C3=CCCC3)cc2)[C@H](CO)N1C(=O)c1cccnc1)S(=O)(=O)c1ccccc1[N+](=O)[O-],-3.5,2.5,0.1,0.0,1.7,0.5,.,6.6,5.5,.
CC(C)CNC(=O)CSc1n[nH]c(=O)n1CCc1ccccc1,1.1,-4.7,13.3*,-2.0,6.1,-0.5,12.4,2.5,-5.9,4.5
C[C@@H]1CN(Cc2nc(-c3ccc(Cl)cc3)no2)C[C@H](C)O1,16.9*,-3.1,-2.1,0.2,-0.1,0.8,-1.1,-4.0,-1.9,-1.0
COc1ccc(OC2CCN(S(=O)(=O)c3ccc(F)cc3)CC2)cc1,-8.7,-5.6,1.5,-5.7,-0.8,-2.1,2.9,3.4,-6.1,6.8
CC(=O)Nc1ccc(C(=O)OCC(=O)N2CCCC2=O)cc1,8.7,-0.4,-1.2,0.6,-1.7,0.0,-9.4,4.3,-6.7,-6.0
COc1ccc(-n2c(SCC(=O)Nc3ccc4cn[nH]c4c3)nnc2-c2ccccc2)cc1,4.6,2.4,0.2,-0.1,11.7,-1.4,.,-0.1,-1.2,.

# Entries listed above shown as hits in DDE Tn6 FP inh.
SMILES,DDE Tn6 FP inh,Tn7 DDE FP,PLCg1 inh,PLCb3 inh,SIAE inh,ADAM17 inh,ASAP1 inh,ADAM10 inh,TDP2 inh,ARFGAP1 inhibitor
C[C@@H]1CN(Cc2nc(-c3ccc(Cl)cc3)no2)C[C@H](C)O1,16.9*,-3.1,-2.1,0.2,-0.1,0.8,-1.1,-4.0,-1.9,-1.0

# New compounds follow
SMILES,DDE Tn6 FP inh,Tn7 DDE FP,PLCg1 inh,PLCb3 inh,SIAE inh,ADAM17 inh,ASAP1 inh,ADAM10 inh,TDP2 inh,ARFGAP1 inhibitor
CCN(Cc1ccccc1)C(=O)COC(=O)Cc1c[nH]c2ccccc12,9.6,5.3,-2.2,2.5,2.3,8.1,-11.8,-7.2,-13.6,-1.9
CN(C(=O)COC(=O)COc1ccc(N(C)S(=O)(=O)c2ccc(Cl)cc2)cc1)c1ccccc1,-1.1,-5.5,11.8*,-0.9,-5.8,18.4*,3.1,15.7,-20.2,10.1
COc1ccc(CN(C)C(C#Cc2ccccc2)Cc2ccccc2)c(OC)c1 (stereo not drawn),4.3,6.7,1.2,-4.7,4.8,0.0,.,-4.1,5.3,.
CCOC(=O)C1=C(C)C2C3C(=O)N(c4cc(C)ccc4C)C(=O)C3C1(C)C1C(=O)N(c3cc(C)ccc3C)C(=O)C21 (stereo not drawn),-2.9,-1.4,0.5,-0.2,-17.9,3.1,5.8,7.1,5.5,-2.4
COc1ccc(OCCSc2nnc(-c3ccc(OC)cc3)n2N)cc1,-5.8,-5.8,2.4,5.3,-0.9,1.6,9.4,-1.1,-10.0,-6.2
CCOC(=O)Cn1nc(C)c2ccccc2c1=O,3.1,0.4,3.0,2.3,-3.6,-7.2,-4.9,-9.6,-7.9,11.0
COc1ccc(NC(=O)c2c(F)cccc2F)cc1S(=O)(=O)Nc1ccc(Br)cc1,4.1,7.4,1.9,2.0,-25.6,7.1,7.3,7.2,0.3,14.2
CCCCn1c(O)c(N=Nc2ccccn2)c2ccccc21,-1.5,-3.8,-10.5,-8.7,-6.0,4.0,0.7,-11.9,0.4,1.1
Cc1cc(C)nc(NS(=O)(=O)c2ccc(NC(=O)CCN3C(=O)c4ccccc4C3=O)cc2)n1,2.8,-5.5,2.7,0.7,-3.4,1.6,12.3,-1.5,-1.1,10.6

# Grouped by structure, the compounds so far containing a nitro group on carbon (two)
SMILES,DDE Tn6 FP inh,Tn7 DDE FP,PLCg1 inh,PLCb3 inh,SIAE inh,ADAM17 inh,ASAP1 inh,ADAM10 inh,TDP2 inh,ARFGAP1 inhibitor
Cc1ccc(C(=O)NCC(=O)OCC(=O)Nc2cc(C)c(C)cc2[N+](=O)[O-])cc1,-1.4,-4.1,-0.7,1.6,7.1,1.1,-14.1,-3.0,6.8,6.0
CCN(C[C@H]1[C@@H](c2ccc(C3=CCCC3)cc2)[C@H](CO)N1C(=O)c1cccnc1)S(=O)(=O)c1ccccc1[N+](=O)[O-],-3.5,2.5,0.1,0.0,1.7,0.5,.,6.6,5.5,.
